IMP-1 inh = blocks Pseudomonas aeruginosa IMP-1 metallo-beta-lactamase | purified IMP-1, nitrocefin hydrolysis, epi-absorbance fluorescence | inhibition, % at 5.6 µM | actives 0.45% (n = 290,000);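 active = inhibition above the mean plus 3 SD of all compounds in the same screening run, cut at about 4.5% in these data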;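 note: 0% = IMP-1 with DMSO and 100% = DMSO wells lacking enzyme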
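Test system: recombinant IMP-1 enzyme, purified / Medium: HEPES buffer pH 7.1 with ZnSO4 and Brij 35 / Doses: single dose, 5.6 µM / Times: 25 °C, 15 min preincubation, 25 min reaction / Detection: Epi-absorbance via hydrolysed-nitrocefin quenching of white-plate fluorescence, 480/530 nm, EDTA stop / Evaluation: percent inhibition from optical density relative to buffer-blank wells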
FID counter = displaces DNA intercalator in HCV helicase counter-screen; DNA fluorescent intercalator displacement, fluorescence; inhibition, % at 7.9 µM; actives 0.17% (n = 290,000); AID 1845; in the data active = inhibition above about 37%;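 note: 0% = vehicle and 100% = reference compound; higher means more ethidium bromide displaced from hairpin DNA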
OXTR agonist = human OXTR agonism. activation, % at 3 µM. actives 0.32% (n = 320,000). AID 2435. P30559. CHO-OTR cells, Fluo-8 calcium fluorescence; normalized: DMSO 0%, oxytocin 100%;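 active = activation above the mean of all tested compounds plus 3 SD, cutoff set per screening run, cut at about 20% in these data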;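 note: peak over basal fluorescence ratio from a 100 s FLIPR kinetic read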
GalR3 antag = antagonists of human GalR3 | AID 651719 | inhibition, % at 3 µM | actives 0.44% (n = 360,000) | O60755 | HEK293 GalR3-CNG cAMP membrane potential fluorescence; galR3 body fused to GalR1 C-terminus;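 active = inhibition above the screen-wide average plus 3 SD, cut at about 13% in these data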;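 note: forskolin and galanin both at EC90 stimulate the cells; cAMP rise reported by CNG channel membrane potential dye signal; 0% = forskolin plus galanin with DMSO and 100% = forskolin alone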
Target sequence (O60755 1-299 limits assumed): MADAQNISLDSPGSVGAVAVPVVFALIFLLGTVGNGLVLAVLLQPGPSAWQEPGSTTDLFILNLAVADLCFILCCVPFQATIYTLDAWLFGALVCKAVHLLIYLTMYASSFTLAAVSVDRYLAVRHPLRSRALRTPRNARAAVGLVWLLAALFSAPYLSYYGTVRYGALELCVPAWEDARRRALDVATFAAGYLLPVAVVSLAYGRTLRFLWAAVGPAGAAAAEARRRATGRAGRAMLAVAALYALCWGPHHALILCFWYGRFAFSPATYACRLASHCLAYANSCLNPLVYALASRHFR
V1aR counter = counter-screen for oxytocin receptor agonists: human V1a receptor agonists | AID 2797 | activation, % at 3 µM | P37288 | actives 0.25% (n = 320,000) | CHO-V1R cells, Fluo-8 calcium fluorescence, agonist mode; 0% DMSO, 100% 3 nM vasopressin;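 active = activation above the mean activation of all tested compounds plus 3 SD, per screening run, cut at about 20% in these data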;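 note: signal is peak over basal fluorescence ratio across a 100 second FLIPR read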
Target sequence (P37288 whole entry, looked up): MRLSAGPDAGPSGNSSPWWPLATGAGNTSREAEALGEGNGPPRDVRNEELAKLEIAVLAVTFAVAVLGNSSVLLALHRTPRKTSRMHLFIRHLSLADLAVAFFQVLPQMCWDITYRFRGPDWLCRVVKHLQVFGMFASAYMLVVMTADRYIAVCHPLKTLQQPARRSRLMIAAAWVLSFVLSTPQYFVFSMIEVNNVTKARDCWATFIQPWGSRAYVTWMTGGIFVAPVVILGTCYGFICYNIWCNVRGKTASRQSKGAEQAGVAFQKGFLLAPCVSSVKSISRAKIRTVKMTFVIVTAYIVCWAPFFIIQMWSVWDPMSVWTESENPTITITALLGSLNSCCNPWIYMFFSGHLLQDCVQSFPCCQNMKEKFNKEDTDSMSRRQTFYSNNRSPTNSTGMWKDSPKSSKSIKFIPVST
NS3 helicase inh = HCV NS3 helicase inhibition. NS3 helicase DNA unwinding, Cy5 molecular beacon fluorescence. actives 0.56% (n = 290,000). inhibition, % at 10.9 µM;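 active = inhibition above the mean of all tested compounds plus 3 SD, set per campaign, cut at about 35% in these data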;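 note: 0% = DMSO wells and 100% = thioflavine S control wells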
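Compound dosing – single dose, 10.9 µM nominal final, DMSO 0.8% final · System – NS3 helicase fragment of HCV · Buffer or medium – MOPS pH 6.5, MgCl2, DTT, Tween20, BSA · Signal – Cy5 beacon fluorescence read at start and 1 h · Also added – annealed dual-labelled DNA beacon duplex, ATP-started · Schedule – 1 h at 25 °C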
GPR7 antag = blocks human GPR7 receptor signaling | P48145 | GPR7-expressing cells, fluorescence antagonist assay | inhibition, % at 4.4 µM | actives 1.1% (n = 290,000); in the data active = inhibition above about 16%, passing the limit was not always enough;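 note: cells stimulated with the agonist NPW; 0% = agonist with vehicle and 100% = vehicle without agonist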
Target sequence (P48145 whole entry, looked up): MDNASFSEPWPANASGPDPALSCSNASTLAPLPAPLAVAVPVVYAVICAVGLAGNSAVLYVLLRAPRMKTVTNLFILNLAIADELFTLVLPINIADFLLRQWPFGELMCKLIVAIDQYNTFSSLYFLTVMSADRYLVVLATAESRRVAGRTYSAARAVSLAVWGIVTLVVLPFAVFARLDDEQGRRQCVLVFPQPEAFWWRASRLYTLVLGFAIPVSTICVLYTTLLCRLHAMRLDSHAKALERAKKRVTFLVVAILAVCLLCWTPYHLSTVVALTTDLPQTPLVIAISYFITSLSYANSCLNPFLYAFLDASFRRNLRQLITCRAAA
VIM-2 inhibitor = blocks Pseudomonas aeruginosa VIM-2 metallo-beta-lactamase; purified VIM-2, nitrocefin hydrolysis, epi-absorbance fluorescence; inhibition, % at 5.6 µM; actives 0.89% (n = 290,000); AID 1527;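 active = inhibition above the mean of all tested compounds plus 3 SD, cutoff set per screening run, cut at about 7.5% in these data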;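 note: red hydrolysis product quenches plate fluorescence so inhibitors raise well fluorescence; 0% = enzyme with DMSO and 100% = DMSO without enzyme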
PHOSPHO1 block = blocks human PHOSPHO1 phosphatase activity; inhibition, % at 13.3 µM; Q8TCT1; AID 1565; actives 1.1% (n = 290,000); recombinant PHOSPHO1, absorbance phosphatase assay; in the data active = inhibition above about 60%
Starred values were filed as active, the others as inactive.

Cc1nc2ccc(-n3ccc(=O)cc3)cc2s1 was read as IMP-1 inh -6.8, FID counter 0, OXTR agonist 0.3, GalR3 antag 1, V1aR counter 1.2, NS3 helicase inh 2, GPR7 antag 0, VIM-2 inhibitor -3.1 and PHOSPHO1 block 1.
O=C(CCCN1C(=O)/C(=C/c2cccs2)SC1=S)Nc1cccnc1 was read as IMP-1 inh -5.0, FID counter -3, OXTR agonist 0.4, GalR3 antag -3, V1aR counter 2.3, NS3 helicase inh 11, GPR7 antag -3, VIM-2 inhibitor -1.4 and PHOSPHO1 block -12.
`CS(=O)(=O)N(Cc1ccco1)CC(O)Cn1c2ccccc2c2ccccc21` (stereo unspecified) gave IMP-1 inh -2.5, FID counter -16, OXTR agonist 14, GalR3 antag 1, V1aR counter 14, NS3 helicase inh -5, GPR7 antag -2, VIM-2 inhibitor -0.7 and PHOSPHO1 block 3.
`NC(=O)C1CCN(C(=O)/C=C/c2cccc(Br)c2)CC1` gave IMP-1 inh -2.9, FID counter -3, OXTR agonist 1.0, GalR3 antag -6, V1aR counter 0.6, NS3 helicase inh 2, GPR7 antag -11, VIM-2 inhibitor -0.1 and PHOSPHO1 block 6.
For Cc1cc(S(=O)(=O)N2CCCC2)ccc1OCC(=O)NC1CCCC1 the results were IMP-1 inh -1.6, FID counter -30, OXTR agonist 0.4, GalR3 antag 7, V1aR counter 2.5, NS3 helicase inh 9, GPR7 antag -11, VIM-2 inhibitor -3.0 and PHOSPHO1 block -7.
Cc1ccc(OCC(=O)Nc2nnc(S(=O)(=O)N3CCCCCC3)s2)cc1C was read as IMP-1 inh -1.8, FID counter -38, OXTR agonist 3.0, GalR3 antag 5, V1aR counter 3.5, NS3 helicase inh -2, GPR7 antag 20, VIM-2 inhibitor -0.8 and PHOSPHO1 block 31.
Screening CC1(C)CC(=O)C2=C(C1)OC(N)=C(C#N)C21CCN(C(=O)OCc2ccccc2)CC1 returned IMP-1 inh -2.1, FID counter -29, OXTR agonist 0.4, GalR3 antag -10, V1aR counter 1.4, NS3 helicase inh -11, GPR7 antag -4, VIM-2 inhibitor -1.1 and PHOSPHO1 block -4.
`CC1CCN(C(=O)COC(=O)CCc2c[nH]c3ccccc23)CC1` gave IMP-1 inh -1.6, FID counter -19, OXTR agonist 2.9, GalR3 antag -4, V1aR counter 2.2, NS3 helicase inh -5, GPR7 antag 5, VIM-2 inhibitor 2.5 and PHOSPHO1 block 24.
Screening CCn1c2ccccc2c2cc(C3C(C#N)=C(C)NC(C)=C3C#N)ccc21 returned IMP-1 inh -3.7, FID counter 5, OXTR agonist 0.1, GalR3 antag -1, V1aR counter 1.2, NS3 helicase inh -2, GPR7 antag -2, VIM-2 inhibitor -2.6 and PHOSPHO1 block -16.
Screening Cc1ccc(C23OC(=O)C(C)(C)C2OC(=O)C3(C)C)cc1 (stereo unspecified) returned IMP-1 inh -2.1, FID counter -7, OXTR agonist -2.8, GalR3 antag -2, V1aR counter -0.6, NS3 helicase inh -17, GPR7 antag 8, VIM-2 inhibitor -7.3 and PHOSPHO1 block 16.
For Cc1nc2ccccn2c1C(=O)NN=C1C2CC3CC(C2)CC1C3 the results were IMP-1 inh -5.0, FID counter -5, OXTR agonist -0.1, GalR3 antag 6, V1aR counter 0.7, NS3 helicase inh -4, GPR7 antag -4, VIM-2 inhibitor -2.5 and PHOSPHO1 block 7.
`O=C(NC1CC1)C1CCCN1C(=O)NC1CCCCC1` (stereo unspecified) gave IMP-1 inh -2.7, FID counter -1, OXTR agonist -0.2, GalR3 antag -6, V1aR counter 0.1, NS3 helicase inh 4, GPR7 antag -7, VIM-2 inhibitor -3.2 and PHOSPHO1 block 14.
Cc1ccc(S(=O)(=O)N2CCCOC2CNC(=O)C(=O)NCc2cccnc2)cc1 (stereo unspecified) was read as IMP-1 inh -2.8, FID counter -6, OXTR agonist -1.4, GalR3 antag 2, V1aR counter -0.1, NS3 helicase inh 5, GPR7 antag 1, VIM-2 inhibitor -0.5 and PHOSPHO1 block 3.
Screening CCOc1ccc(S(=O)(=O)NCCC(=O)OC(C)C(=O)N2CCc3ccccc32)cc1 (stereo unspecified) returned IMP-1 inh -1.4, FID counter -38, OXTR agonist 8.0, GalR3 antag -2, V1aR counter 8.1, NS3 helicase inh -13, GPR7 antag 0, VIM-2 inhibitor -1.1 and PHOSPHO1 block 38.
COc1ccc(NC(=O)CSc2nccn2Cc2ccco2)cc1 was read as IMP-1 inh 1.4, FID counter -7, OXTR agonist -1.2, GalR3 antag 0, V1aR counter 0.7, NS3 helicase inh 2, GPR7 antag -9, VIM-2 inhibitor -0.8 and PHOSPHO1 block 13.

Compounds shown so far containing a cyano group (two):
Screening CC1(C)CC(=O)C2=C(C1)OC(N)=C(C#N)C21CCN(C(=O)OCc2ccccc2)CC1 returned IMP-1 inh -2.1, FID counter -29, OXTR agonist 0.4, GalR3 antag -10, V1aR counter 1.4, NS3 helicase inh -11, GPR7 antag -4, VIM-2 inhibitor -1.1 and PHOSPHO1 block -4.
Screening CCn1c2ccccc2c2cc(C3C(C#N)=C(C)NC(C)=C3C#N)ccc21 returned IMP-1 inh -3.7, FID counter 5, OXTR agonist 0.1, GalR3 antag -1, V1aR counter 1.2, NS3 helicase inh -2, GPR7 antag -2, VIM-2 inhibitor -2.6 and PHOSPHO1 block -16.

Next entries
`Cc1ccsc1/C=N/Nc1nc(=O)[nH]nc1C` gave IMP-1 inh -1.8, FID counter -2, OXTR agonist -1.1, GalR3 antag -5, V1aR counter 0.4, NS3 helicase inh 6, GPR7 antag -1, VIM-2 inhibitor -1.1 and PHOSPHO1 block 8.
For O=C(Nc1ccccc1)N1CCCC1 the results were IMP-1 inh -0.1, FID counter -11, OXTR agonist -0.5, GalR3 antag -3, V1aR counter 0.4, NS3 helicase inh 11, GPR7 antag -12, VIM-2 inhibitor -2.3 and PHOSPHO1 block 23.
Cc1ncc([N+](=O)[O-])n1Cc1cccc2ccccc12 was read as IMP-1 inh -3.1, FID counter -1, OXTR agonist 0.4, GalR3 antag 1, V1aR counter 2.8, NS3 helicase inh -3, GPR7 antag -10, VIM-2 inhibitor -3.1 and PHOSPHO1 block 3.
CCc1cccc(CC)c1N(COC)C(=O)Cn1nnc2ccccc21 was read as IMP-1 inh -1.0, FID counter -23, OXTR agonist -2.0, GalR3 antag 2, V1aR counter 1.1, NS3 helicase inh -3, GPR7 antag 8, VIM-2 inhibitor -0.4 and PHOSPHO1 block -4.
Screening CCCCn1c(=O)[nH]c(=O)c2c1nc(-c1ccncc1)n2CCOC returned IMP-1 inh -2.5, FID counter -1, OXTR agonist 0.4, GalR3 antag -1, V1aR counter 0.3, NS3 helicase inh -3, GPR7 antag -12, VIM-2 inhibitor -1.9 and PHOSPHO1 block -10.
For Cc1cnc(C(=O)OCC(=O)N2c3ccccc3CC2C)cn1 (stereo unspecified) the results were IMP-1 inh -3.1, FID counter -3, OXTR agonist -0.1, GalR3 antag 5, V1aR counter 0.7, NS3 helicase inh -4, GPR7 antag -7, VIM-2 inhibitor -3.8 and PHOSPHO1 block 36.
For CCn1c(NC(=O)Nc2ccccc2OC)nc2ccccc21 the results were IMP-1 inh -5.0, FID counter 1, OXTR agonist -0.4, GalR3 antag -1, V1aR counter 0.6, NS3 helicase inh -5, GPR7 antag 1, VIM-2 inhibitor -1.9 and PHOSPHO1 block -6.
COc1ccc(Cl)cc1NC(=O)c1ccc2c(SCC(=O)O)c3c(nc2c1)CCCC3 was read as IMP-1 inh -6.6, FID counter -24, OXTR agonist -0.3, GalR3 antag -4, V1aR counter 0.8, NS3 helicase inh 3, GPR7 antag -7, VIM-2 inhibitor -0.7 and PHOSPHO1 block 12.
`O=C(COc1ccc(S(=O)(=O)NC2CCCCC2)cc1Cl)Nc1ccc2c(c1)OCO2` gave IMP-1 inh 1.5, FID counter -2, OXTR agonist 0.9, GalR3 antag -6, V1aR counter 1.6, NS3 helicase inh -4, GPR7 antag -1, VIM-2 inhibitor 0.1 and PHOSPHO1 block 13.
For Cc1cc(=O)oc2cc(OC(C)C(=O)O)c(Cl)cc12 (stereo unspecified) the results were IMP-1 inh -2.2, FID counter -2, OXTR agonist -0.3, GalR3 antag -6, V1aR counter 0.6, NS3 helicase inh -6, GPR7 antag -13, VIM-2 inhibitor -4.8 and PHOSPHO1 block 14.
`CCOC(=O)c1[nH]c2ccc(F)cc2c1NC(=O)C1=COCCO1` gave IMP-1 inh -2.2, FID counter -7, OXTR agonist 0.2, GalR3 antag -1, V1aR counter 0.4, NS3 helicase inh -18, GPR7 antag -13, VIM-2 inhibitor -2.1 and PHOSPHO1 block -18.
`CC(=O)NCCNC(=O)c1ccc(CSc2nc3ccccc3s2)cc1` gave IMP-1 inh -3.0, FID counter -35, OXTR agonist 4.4, GalR3 antag -2, V1aR counter 6.4, NS3 helicase inh 5, GPR7 antag 5, VIM-2 inhibitor 1.1 and PHOSPHO1 block -1.
CSCc1cc(N2CCOCC2)nc(SCc2ccc(Cl)c(Cl)c2)n1 was read as IMP-1 inh -4.6, FID counter -16, OXTR agonist 1.5, GalR3 antag -1, V1aR counter 3.0, NS3 helicase inh -6, GPR7 antag -10, VIM-2 inhibitor -2.0 and PHOSPHO1 block 44.
`Cc1ccccc1Cc1ccc(Cl)nn1` gave IMP-1 inh -4.2, FID counter -3, OXTR agonist 0.0, GalR3 antag 1, V1aR counter 1.2, NS3 helicase inh 3, GPR7 antag -4, VIM-2 inhibitor -1.7 and PHOSPHO1 block 12.
`N#Cc1ccccc1S(=O)(=O)c1ccccc1C(=O)Nc1ccccc1` gave IMP-1 inh -2.3, FID counter 12, OXTR agonist -0.5, GalR3 antag -2, V1aR counter 0.1, NS3 helicase inh -2, GPR7 antag -1, VIM-2 inhibitor 0.5 and PHOSPHO1 block 44.
For COc1ccc(/C=N/OCC(=O)NCC(C)C)c(OC)c1 the results were IMP-1 inh -2.7, FID counter -11, OXTR agonist 0.8, GalR3 antag -6, V1aR counter -0.8, NS3 helicase inh -1, GPR7 antag -4, VIM-2 inhibitor -1.1 and PHOSPHO1 block 12.
For Cc1ccccc1N1CCN(c2ncnc3c2cnn3Cc2ccc(Cl)cc2)CC1 the results were IMP-1 inh -2.0, FID counter -4, OXTR agonist -0.5, GalR3 antag -2, V1aR counter 5.0, NS3 helicase inh -2, GPR7 antag 14, VIM-2 inhibitor -2.3 and PHOSPHO1 block 10.
`CC(C)c1nc2n[nH]c(N)c2c2c1CCC2` gave IMP-1 inh 0.0, FID counter -2, OXTR agonist 0.0, GalR3 antag -1, V1aR counter -0.7, NS3 helicase inh -3, GPR7 antag -12, VIM-2 inhibitor 0.2 and PHOSPHO1 block -13.

Source: PubChem BioAssay
